Screening data deposited in PubChem by several laboratories.
zVAD death inh: L929 zVAD cell death inhibition; viability rescue, % at 10 µM; L929 zVAD necroptosis rescue, ATP luminescence, 24 h; with zVAD 60 µM; 220,000 tested, 0.38% active; AID 1377;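 active means activation, scaled between plate controls, above about 75%, limit read from the data; inactive means activation under that limit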;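 further: 0% = zVAD with DMSO and 100% = DMSO alone without zVAD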
Cl transport mod: KCC2 (human) Cl- transport modulation; B-score of Tl+ flux slope (higher = more flux/activation; lower = inhibition) at 10 µM; 190,000 tested, 2.2% active; AID 1456; KCC2 cells, thallium flux FluoZin-2 fluorescence; Q9H2X9;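 active means thallium flux slope and its plate-corrected score both differing from the plate sample mean at a set confidence after two filtering rounds, in either direction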;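 further: slope of fluorescence scaled to starting intensity during 10 to 20 s after thallium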
Thrombin inh: blocks human thrombin protease activity; P00734; alpha-thrombin, Boc-VPR-AMC fluorogenic substrate cleavage; inhibition, % at 5 µM; 220,000 tested, 0.26% active; AID 1046;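 active means inhibition at or above 40%; inactive means inhibition below 40%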;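 further: 0% = enzyme with no compound and 100% = wells without enzyme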
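signal = AMC fluorescence, 355/460 nm | material = human alpha-thrombin enzyme | control set = enzyme without compound as high, wells lacking enzyme as low | times = reaction at room temperature | read-out basis = percent inhibition scaled between no-compound controls and no-enzyme blanks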
Hck Nef HTS: blocks Nef-activated human Hck kinase; inhibition, % at 20 µM; Recombinant Hck-YEEI plus Nef, Z-Lyte FRET kinase assay; P08631; 220,000 tested, 0.68% active;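 active means Hck-Nef kinase inhibition above about 50%, limit read from the data; inactive means inhibition below that limit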;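 further: 0% = DMSO with Hck plus Nef and 100% = Hck alone without Nef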
FXIIa inh: blocks human coagulation factor XIIa protease activity; inhibition, % at 5 µM; 220,000 tested, 0.3% active; purified FXIIa, Boc-QGR-AMC fluorogenic substrate, 2 h; in the data active means inhibition above about 40%;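 further: 0% = enzyme with no compound and 100% = blank without enzyme; many of its hits are not listed in these tables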
Target sequence (P00748 20-372 limits assumed): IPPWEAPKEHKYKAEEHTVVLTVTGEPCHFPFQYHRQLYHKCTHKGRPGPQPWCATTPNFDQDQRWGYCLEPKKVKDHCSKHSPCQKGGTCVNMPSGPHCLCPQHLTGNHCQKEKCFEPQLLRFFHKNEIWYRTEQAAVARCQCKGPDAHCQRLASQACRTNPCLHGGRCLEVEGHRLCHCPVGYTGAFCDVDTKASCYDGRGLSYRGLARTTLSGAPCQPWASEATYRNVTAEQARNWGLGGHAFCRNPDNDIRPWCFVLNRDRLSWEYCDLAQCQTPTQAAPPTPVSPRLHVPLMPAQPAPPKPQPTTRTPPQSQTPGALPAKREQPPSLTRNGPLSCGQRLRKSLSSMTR
Target sequence (P00748 373-615 limits assumed): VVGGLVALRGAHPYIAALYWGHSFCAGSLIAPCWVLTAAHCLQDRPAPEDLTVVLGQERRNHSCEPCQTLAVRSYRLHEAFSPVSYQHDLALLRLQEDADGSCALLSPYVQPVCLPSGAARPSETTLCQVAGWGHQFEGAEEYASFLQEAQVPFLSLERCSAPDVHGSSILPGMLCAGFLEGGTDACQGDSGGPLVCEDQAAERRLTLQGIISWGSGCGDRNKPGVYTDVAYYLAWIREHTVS
TNF necrop inh: inhibitors of TNF-alpha induced necroptosis in Jurkat FADD-/- cells; Jurkat FADD-/- TNF necroptosis rescue, ATP luminescence, 24 h; 0 = TNF only, 100 = no-TNF cells; activation (protection from cell death), % at 10 µM; 220,000 tested, 0.068% active;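 active means activation, meaning protection from cell death, of at least 50% relative to plate controls; inactive means activation below 50%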;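 further: necroptosis triggered by 40 ng/mL TNF-alpha added together with compound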
Rad51 HR inh: Rad51 (human) homologous recombination inhibition; Q06609; AID 1385; inhibition, % at 10 µM; hRad51 DNA strand exchange, fluorescence dequenching; 200,000 tested, 0.085% active;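 active means inhibition above 40% at the single screening dose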;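 further: 0% = DMSO control wells and 100% = blanks with heterologous ssDNA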
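Material: hRad51 filaments on single-stranded DNA; Reagent: Donor/quencher-labelled 47-bp dsDNA substrate; Compound: 10 µM final, single point; Schedule: 37 °C 15-min filament assembly, 30-min compound preincubation, 15-min exchange; Technique: FRET fluorescence, excitation 485 nm, emission 520 nm; Benchmarks: control wells and blank wells on each plate.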
hK5 inh: blocks human kallikrein 5 protease activity; Q9Y337; recombinant hK5, fluorogenic AMC substrate cleavage; inhibition, % at 5 µM; 210,000 tested, 0.59% active;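 active means inhibition of 40% or more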;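 further: 0% = enzyme controls without compound and 100% = no-enzyme blanks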
Target sequence (Q9Y337 67-293 limits assumed): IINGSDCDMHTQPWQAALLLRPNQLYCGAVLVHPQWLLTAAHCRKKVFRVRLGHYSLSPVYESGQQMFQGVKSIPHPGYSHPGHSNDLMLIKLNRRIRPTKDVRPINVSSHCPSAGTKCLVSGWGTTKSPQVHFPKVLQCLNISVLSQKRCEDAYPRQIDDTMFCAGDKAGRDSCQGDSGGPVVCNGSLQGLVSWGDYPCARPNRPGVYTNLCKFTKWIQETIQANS
FXIa inh: factor XIa (human) inhibition. 220,000 tested, 0.14% active. inhibition, % at 5 µM. AID 798. purified FXIa, Boc-Glu-Ala-Arg-AMC fluorogenic substrate. P03951;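 active means inhibition of at least 40%; inactive means inhibition below 40%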;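 further: fluorescence of freed AMC excited at 355 nm; 0% = enzyme without compound and 100% = no enzyme blank; many of its hits are not listed in these tables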
Numbers without * were called inactive; i = inactive; x = not tested or not shown. The list is partial, so the mix of outcomes need not match the whole.

Below each SMILES – zVAD death inh	Cl transport mod	Thrombin inh	Hck Nef HTS	FXIIa inh	TNF necrop inh	Rad51 HR inh	hK5 inh	FXIa inh
CCN1CCCc2cc(CN(CCN3CCOCC3)C(=S)Nc3cccc(C)c3)ccc21
→ 0.2	-1.1	1	-29	1	0.1	9	-21	-4
CCC(C)(C)NC(=O)C(OC(=O)c1cc2sccc2n1C)c1ccc(OC)cc1 (stereo not drawn)
→ 0.0	1	-11	-1	17	0.5	-2	-19	3
CCC1(C)CC2(CCCN(CCC(=O)c3ccccc3)C2)CCO1 (stereo not drawn)
→ -0.6	-0.036	1	-12	11	-4.6	-9	5	1
CCN(CC)C(=O)Cn1c(=O)n(C)c2ccccc21
→ 0.7	-0.31	1	0	23	-0.4	0	-14	1
O=C(COC(=O)CCCc1c[nH]c2ccccc12)Nc1ccc2c(c1)OCO2
→ -0.3	-0.58	2	3	27	-1.0	8	-3	24
Cc1c(O)c2c3c(cccc3c1O)C(=O)N(c1ccccc1)C2=O
→ -0.3	i	-1	-7	10	-1.7	-296	-7	4
Cc1ccc2c(c1)C(=O)CC(O)(C(F)F)O2 (stereo not drawn)
→ 1.6	0.011	-10	-7	-2	2.7	x	-1	-5
O=C(Cn1nnc(-c2cccs2)n1)OC1CCCCC1
→ 0.1	0.7	4	1	24	-1.0	11	-9	3
Cc1c(C(=O)NCCSc2ccc(Cl)cc2)cccc1[N+](=O)[O-]
→ 0.6	-2.1	-1	2	9	2.9	x	-17	11
COC(=O)COc1cccc(-n2cnnn2)c1
→ -0.1	-0.27	1	1	13	-0.8	-4	-11	1
CS(=O)(=O)N(CC(=O)NCC1CCCO1)c1cccc([N+](=O)[O-])c1 (stereo not drawn)
→ -0.2	0.1	x	13	-1	1.2	-6	-9	-2
COc1ccc(C(c2nnnn2Cc2cccs2)N2CCC(C(N)=O)CC2)c(OC)c1 (stereo not drawn)
→ 1.1	-0.73	3	-3	-6	2.6	0	-9	0
Cn1c(=O)c2[nH]c(CNCc3ccccc3Cl)nc2n(C)c1=O
→ 0.0	0.4	-9	0	-6	-0.1	5	-12	-10
COC(=O)C1=C(C)N(C)C(C)=C(C(=O)OC)C1c1ccncc1
→ -0.3	0.64	-1	5	8	-6.4	6	0	-7
Cc1ccc(S(=O)(=O)N2CCN(C(=O)COc3ccc(C)nc3[N+](=O)[O-])CC2)c(C)c1
→ -0.6	0.61	-7	22	3	-0.7	3	-5	-6
O=C(NC(=S)NNC(=O)c1cnccn1)c1ccc(Cl)cc1
→ 6.5	9.1*	14	-19	27	-3.4	7	9	25
CCCn1nnnc1NCc1ccc(Cl)cc1Cl
→ -0.3	0.59	7	-5	30	-1.3	x	32	17
O=C(O)C1CCCN1C(=O)OCC1c2ccccc2-c2ccccc21 (stereo not drawn)
→ 0.8	0.26	-6	-5	-1	2.5	19	-12	-11
CN1CC=C2C(C#N)=C(N)C(C#N)(C#N)[C@H](c3cccs3)[C@H]2C1
→ -0.8	-0.59	1	15	13	-2.0	-39	-9	9
Nc1nonc1-c1nc2ccccc2n1CC(=O)NC1CCCC1
→ 0.6	-0.7	1	0	10	2.0	10	-13	-13
Cc1ccc(S(=O)(=O)N2CCOCC2)cc1C(=O)NC1CCCCC1
→ 2.0	0.46	0	-2	12	0.2	-7	5	6
C=CCn1c(O)c(N=NC(=S)Nc2cccc(C)c2)c2ccccc21
→ x	82*	2	6	12	-5.2	x	-19	10
O=c1[nH]c(S)nc2sc3c(c12)CCCC3
→ 2.6	1.4	-4	14	1	-0.5	24	-9	-4
O=C1CC(c2ccccc2)CC2=C1CN(C1CCCCC1)CN2 (stereo not drawn)
→ 0.3	0.79	2	0	14	-6.4	-4	-7	0
CCOc1ccc(-n2c(O)c(/C=N/Nc3nc(C)cc(C)n3)c3ccccc3c2=O)cc1
→ 57	0.03	-3	16	9	-8.2	5	-5	2
Cc1ccc2[nH]c(C)c(CCNC(=O)c3c(N)no[n+]3[O-])c2c1
→ -0.7	-0.29	3	-10	4	-0.6	19	-10	-4
COc1ccc(CN2CCCC2C(=O)Nc2ccc(OC)c(OC)c2)cc1OC (stereo not drawn)
→ 0.0	x	-5	-2	4	-0.1	3	10	-4
CCOC(=O)CCC(=O)Nc1ccccc1C(N)=O
→ 0.2	-0.15	-17	3	-4	-0.2	2	-6	-4
Cc1ccc(CN2C(=O)c3ccccc3NC23CCN(Cc2ccccc2)CC3)cc1
→ -1.8	0.002	5	23	-2	3.4	-60	-13	-5
COc1cc(CNC(C)(C)CO)cc(Br)c1OCc1ccc(Cl)cc1Cl
→ 11	x	-6	3	17	3.3	-9	-9	10
N#CC(Cc1ccccc1OC(F)F)c1nc2ccccc2[nH]1 (stereo not drawn)
→ 0.5	-0.44	-5	1	3	1.6	9	-13	-3
COc1ccc(Cn2nnnc2CN(Cc2cc3cc(C)ccc3[nH]c2=O)C2CCCC2)cc1
→ -0.1	-0.25	2	1	2	-1.6	-6	-27	7
O=c1[nH][nH]c(-c2ccccc2)c1C=Nc1ccccc1
→ 0.3	1.4	-3	6	-2	-5.8	x	-3	-2
CCC1Oc2ccc(C)cc2N(CC(=O)NCc2cccc(OC)c2)C1=O (stereo not drawn)
→ -0.4	-0.62	0	0	6	-4.7	-8	4	3
Cc1ccccc1-c1ccc(C(=O)NCc2ccccc2)o1
→ 7.1	-2.2	0	2	13	1.1	9	-11	7
COc1ccc(/C=N/NC(=O)c2cccc(NC(=O)c3ccc(F)cc3)c2)c(C(=O)O)c1OC
→ 0.7	1.1	3	27	0	1.6	-10	-4	-1
O=C(c1c[nH]c(C(=O)C(Cl)(Cl)Cl)c1)c1ccc(F)cc1Cl
→ -1.3	1.1	0	-19	-5	-6.8	17	-22	2
Cc1nn(Cc2c(Cl)cccc2Cl)c(C)c1NC(=O)/C=C/c1cnn(C)c1C
→ 0.0	x	2	0	4	-3.7	-6	5	-3
CCn1c(C)c(C(C)=O)c(N2CCN(c3ccccn3)CC2)nc1=S
→ -1.2	-1	-8	-8	1	-0.9	9	-20	-7
O=C(CSc1nnnn1-c1ccccc1)Nc1ncc2c(n1)CC(c1ccccc1)CC2=O (stereo not drawn)
→ 1.2	-0.1	-4	-3	5	-10	7	2	-22
Cc1nnc(SCc2cnc(-c3ccccc3)o2)[nH]c1=O
→ -0.1	x	16	0	17	-0.7	-2	31	12
CCOC(=O)c1ccc2nc(Nc3nc4ccc(F)cc4s3)sc2c1
→ 0.9	1.4	-12	15	-1	1.1	1	-69	4
N/C(=N\N=C\c1ccc(O)cc1)c1nonc1N
→ 2.2	0.89	-11	20	4	-1.5	2	0	-1
Cc1ccc(NC(=O)Nc2ccc3c(c2)N(C)C(=O)CS3)nc1
→ 33	0.09	-7	0	8	16	2	-11	1
C=CCOC(=O)C1=C(C)NC(SCC(=O)OCC)=C(C#N)C1c1ccc(O)c(OC)c1 (stereo not drawn)
→ 0.1	-1.4	-3	16	9	1.1	6	-20	-1
C=CCc1ccc(O)c(-c2cc(CC=C)ccc2O)c1
→ 0.4	1.2	0	9	4	-2.3	-4	1	2
CCOc1cccc(N2C(=O)CC(N3CCN(c4nc5ccccc5s4)CC3)C2=O)c1 (stereo not drawn)
→ 0.6	-1.2	1	1	-5	-1.7	3	3	0
O=C(NCCCN1CCCCC1)c1ccc2c(=O)n(CCc3ccccc3)c(=O)[nH]c2c1
→ 80*	0.58	2	6	14	-3.5	x	3	4
O=C(CNC(=O)c1ccco1)NCC(=O)OCc1ccc(C(=O)Oc2ccc(Cl)cc2)cc1
→ 1.8	x	3	-20	27	-2.4	-9	-12	9
CCOc1cc(-c2cc(-c3ccc(C)o3)nc(N)c2C#N)ccc1O
→ 1.1	x	-8	3	14	-14	-2	-46	0
O=C(NCc1ccco1)c1c(F)cccc1Cl
→ 0.6	2.1	5	2	14	2.5	x	-4	9
COc1ccc(C(=O)OCC(=O)N2CCCC2=O)c(OC)c1
→ 1.2	-0.12	-5	6	6	-0.7	12	-2	-2
O=c1c2ccccc2nc(SCc2cc(F)cc3c2OCOC3)n1Cc1ccco1
→ 0.4	0.52	-2	3	1	0.4	-3	-2	2
Cc1ccc(C(=O)CSc2nc(C)cc(=O)[nH]2)cc1
→ -0.1	-0.66	-4	0	11	-0.5	-5	3	-5
Clc1ccc(OCCCNCc2ccccc2)c(Br)c1
→ 1.0	-0.98	9	0	18	-8.3	7	3	3
O=C(CCc1nnc(COc2ccccc2)o1)NCc1ccc(Cl)s1
→ 1.3	-1.2	1	-8	6	1.5	x	x	0
c1ccc(CSc2ccc3nnc(-c4cccnc4)n3n2)cc1
→ 0.1	-0.29	-1	2	8	-3.1	11	-9	3
COc1ccc(-c2csc(NC(=O)C3=NN(c4ccccc4)C(=O)CC3)n2)cc1
→ 0.5	-0.66	-8	0	3	-6.7	-10	-5	-3
CCN(CC)CC(=O)c1ccc(-c2ccccc2)cc1
→ -0.4	0.14	-9	-1	2	0.1	1	-5	0
Cc1ccc(S(=O)(=O)N2CCN(S(=O)(=O)N(C)C)CC2)c(C)c1
→ 1.3	x	-8	1	8	-1.3	-6	-26	-10
